DAGLB inh: blocks human DAGLB lipase activity; inhibition, % at 5.17 µM; Q8NCG7; HEK293T DAGLB membrane lysate, EnzChek fluorogenic substrate; hit rate 0.059% among 340,000; in the data active means inhibition above about 34%;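 further: 0% = enzyme with vehicle and 100% = wells lacking enzyme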
Target sequence (Q8NCG7 whole entry, looked up): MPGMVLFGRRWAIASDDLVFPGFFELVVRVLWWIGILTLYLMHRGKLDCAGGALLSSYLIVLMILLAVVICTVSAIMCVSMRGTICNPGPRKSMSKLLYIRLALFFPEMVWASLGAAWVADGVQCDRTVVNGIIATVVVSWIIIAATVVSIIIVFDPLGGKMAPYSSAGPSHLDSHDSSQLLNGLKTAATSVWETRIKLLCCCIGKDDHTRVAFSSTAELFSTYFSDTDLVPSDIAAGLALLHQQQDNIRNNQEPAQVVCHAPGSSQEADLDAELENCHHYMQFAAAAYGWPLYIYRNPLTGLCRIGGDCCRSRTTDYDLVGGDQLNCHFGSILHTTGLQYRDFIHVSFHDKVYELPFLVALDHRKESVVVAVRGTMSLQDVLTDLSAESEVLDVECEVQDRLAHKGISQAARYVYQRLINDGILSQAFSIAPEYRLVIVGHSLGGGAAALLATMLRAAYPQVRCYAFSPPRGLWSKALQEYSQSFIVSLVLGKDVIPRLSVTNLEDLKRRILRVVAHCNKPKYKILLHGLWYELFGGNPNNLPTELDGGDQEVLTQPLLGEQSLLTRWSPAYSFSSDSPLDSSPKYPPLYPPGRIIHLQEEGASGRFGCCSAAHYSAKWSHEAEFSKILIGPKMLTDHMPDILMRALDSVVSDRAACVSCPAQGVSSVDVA
PvdQ acylase: P. aeruginosa PvdQ acylase inhibition; purified PvdQ acylase, fluorescence plate reader; inhibition, % at 10 µM; hit rate 0.063% among 340,000; AID 488965; in the data active means inhibition above about 30%, passing the limit was not always enough;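 further: 0% = vehicle neutral wells and 100% = reference inhibitor wells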
AddAB inh: less growth of phage-infected E. coli with AddAB. inhibition, % at 11.9 µM. E. coli expressing H. pylori AddAB, absorbance growth. AID 435030. hit rate 0.29% among 330,000; in the data active means inhibition above about 12%;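 further: 0% = vehicle wells of infected cells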
PfHsp90 set2: growth inhibition of yeast expressing Plasmodium Hsp90 | S. cerevisiae expressing PfHsp90, BacTiter-Glo ATP, 48 h; yeast lacking PDR1 and PDR3 efflux regulators | inhibition, % at 9.4 µM | hit rate 0.32% among 310,000;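 active means every replicate shows inhibition above about 80%, whatever the replicate mean, limit read from the data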;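 further: 0% = DMSO neutral controls and 100% = 20 µM radicicol positive controls; yeast relying on Plasmodium falciparum Hsp90 in place of its own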
phage Ecoli inh: E. coli growth loss with phage present; inhibition, % at 11.9 µM; AID 651602; hit rate 0.26% among 360,000; growth absorbance; in the data active means inhibition above about 11%
Ecoli viability: counter-screen for AddAB inhibitors: E. coli growth inhibition; E. coli V3065 growth, OD600 absorbance, 18 h; inhibition, % at 11.9 µM; hit rate 0.27% among 330,000;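 active means inhibition above the campaign's mean inhibition across all tested compounds plus 3 SD, cut at about 9.9% in these data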;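 further: uninfected addAB+ strain grown without phage in ampicillin broth; 0% = DMSO wells and 100% = ciprofloxacin 0.95 µg/ml wells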
Tat export inh: blocks Tat-dependent protein export in E. coli | E. coli MC4100 TorA-mCherry Tat export, fluorescence | AID 488895 | hit rate 0.036% among 340,000 | inhibition, % at 10 µM;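 active means mean replicate inhibition at least 50% and at least half of replicates individually reaching 50%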;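 further: exported cargo escapes ClpAP degradation while cytoplasmic cargo is degraded and loses fluorescence; 0% = median of neutral control wells and 100% = median of NaSCN control wells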
CAL PDZ FP: inhibitors of human CAL PDZ peptide binding; Q9HD26; inhibition, % at 20 µM; hit rate 0.02% among 330,000; purified CAL PDZ, TMR-peptide fluorescence polarization, 1 h;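 active means highest replicate inhibition of at least 40%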;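 further: plate controls were DMSO neutral control wells for no effect and unlabeled competitor peptide control wells for full effect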
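System: purified tagged CAL PDZ domain construct (CerCALP). Schedule: 1 h incubation at room temperature before polarization reading. Medium: 25 mM sodium phosphate pH 7.4, 150 mM NaCl, TCEP, IgG, Thesit. Read-out: percent inhibition from loss of millipolarization. Measured by: FP readout, S and P plane fluorescence. Probe or stimulus: fluorescent TMR peptide probe.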
Wnt bcat act: activators of Wnt/beta-catenin signaling | hit rate 1.2% among 300,000 | Wnt/beta-catenin reporter cell assay, activator, plate reader | activation, % at 9.35 µM | AID 743398; in the data active means activation above about 30%, passing the limit was not always enough;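 further: 0% = neutral control wells and 100% = positive control wells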
Rtt109 Vps75: blocks Candida albicans Rtt109/Vps75 acetyltransferase activity | Q5AAJ8 | hit rate 0.16% among 330,000 | inhibition, % at 34.9 µM | purified Rtt109/Vps75, ThioGlo CoA-SH fluorescence, 4 h | AID 540336;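 active means inhibition of at least 50% in every replicate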
Target sequence (Q5AAJ8 whole entry, looked up): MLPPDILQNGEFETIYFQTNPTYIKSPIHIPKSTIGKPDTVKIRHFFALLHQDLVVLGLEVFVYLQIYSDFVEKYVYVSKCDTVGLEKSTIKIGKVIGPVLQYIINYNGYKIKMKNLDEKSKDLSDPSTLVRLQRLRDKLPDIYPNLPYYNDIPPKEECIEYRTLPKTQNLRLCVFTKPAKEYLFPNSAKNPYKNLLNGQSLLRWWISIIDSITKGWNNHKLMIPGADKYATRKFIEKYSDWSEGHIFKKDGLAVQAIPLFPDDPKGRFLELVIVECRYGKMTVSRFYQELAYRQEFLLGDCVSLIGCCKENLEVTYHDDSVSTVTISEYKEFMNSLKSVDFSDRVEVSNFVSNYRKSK
* = called active by the depositor; x = not tested or not shown.

SMILES	DAGLB inh	PvdQ acylase	AddAB inh	PfHsp90 set2	phage Ecoli inh	Ecoli viability	Tat export inh	CAL PDZ FP	Wnt bcat act	Rtt109 Vps75
COc1ccc(S(=O)(=O)Nc2c(C)c(C)cc3c2ncn3C)cc1	0.1	-1.7	1.5	-1.7	1.5	-0.4	-3.8	-2.8	-0.1	x
COC(=O)c1ccccc1NCCO	-0.7	-6.6	1.1	-5.9	1.9	0.7	-9.8	0.6	1.9	-44.4
COc1cccc(-n2nnc3c(=O)n(Cc4ccc(Br)cc4)cnc32)c1	-6.8	-10.9	0.2	-0.7	0.6	0.0	-2.9	-0.6	x	-3.7
CCN(C(=O)COc1ccccc1)c1nnc(-c2cccnc2)s1	2.7	-6.8	0.0	14.5	0.6	-0.2	-0.4	-1.7	-0.9	10.2
CCC(C)(C(=O)NC1CCCC1)N(C(=O)CNC(C)=O)c1ccccc1 (configuration not stated)	-1.5	-15.8	-0.2	-20.2	-1.6	-0.8	-7.7	0.2	x	-4.2
COc1cc(NC(=O)CCc2nnc3ccc(N4CCC(C)CC4)nn23)cc(OC)c1	0.2	-19.8	3.3	2.5	0.8	-3.1	-1.1	-2.5	-0.3	-3.9
CC(C)N(Cc1cnn(C)c1)Cc1nc(COc2ccccc2)no1	-1.3	-1.6	2.9	10.3	3.2	0.3	-2.7	0.3	-0.8	6.9
O=[N+]([O-])c1ccc2nc(-c3ccccc3)[nH]c2c1	-0.8	6.0	1.2	-7.4	0.9	0.6	0.0	-0.5	67.9*	1.4
O=C(COC(=O)c1ccc[n+]([O-])c1)Nc1cc([N+](=O)[O-])ccc1Cl	4.8	-4.8	-2.6	3.2	1.2	-1.8	11.2	0.0	-0.8	-1.0
CCOc1ccc(C(=O)Nc2nccs2)cc1[N+](=O)[O-]	2.0	-11.9	1.2	6.2	5.0	-0.9	0.0	-2.9	20.9	-3.2
NC(=S)N/N=C/c1ccc(-n2nncc2-c2ccc(Cl)cc2)cc1	0.2	6.9	3.3	-6.9	x	1.8	11.7	-2.6	x	15.9
COc1cc(C2N(c3ccc(Cl)cc3)C(=O)C3CCCN32)cc(OC)c1OC (configuration not stated)	-0.8	5.8	3.3	-21.4	2.9	0.7	-0.7	-0.6	-2.6	5.1
COc1ccccc1CNC(=O)C1CCN(S(=O)(=O)c2ccc3c(c2)OCCO3)CC1	-1.0	-5.3	4.7	11.4	-0.5	-0.4	-6.0	-0.6	-2.2	17.8
O=C(COC(=O)c1ccc(O)cc1)Nc1nccs1	0.4	-7.1	0.9	-3.7	4.0	-0.2	1.0	-2.1	27.1	-5.6
CSCC[C@H](NC(=O)Nc1ccc(C)cc1)C(=O)O	-1.7	-3.2	3.1	-23.1	-1.2	-1.5	-3.8	-1.7	-2.3	-1.0

Shown as comma-separated lines: entries from further up.
Compound,DAGLB inh,PvdQ acylase,AddAB inh,PfHsp90 set2,phage Ecoli inh,Ecoli viability,Tat export inh,CAL PDZ FP,Wnt bcat act,Rtt109 Vps75
COc1cc(NC(=O)CCc2nnc3ccc(N4CCC(C)CC4)nn23)cc(OC)c1,0.2,-19.8,3.3,2.5,0.8,-3.1,-1.1,-2.5,-0.3,-3.9
NC(=S)N/N=C/c1ccc(-n2nncc2-c2ccc(Cl)cc2)cc1,0.2,6.9,3.3,-6.9,x,1.8,11.7,-2.6,x,15.9

Next part
SMILES	DAGLB inh	PvdQ acylase	AddAB inh	PfHsp90 set2	phage Ecoli inh	Ecoli viability	Tat export inh	CAL PDZ FP	Wnt bcat act	Rtt109 Vps75
O=C(c1ccc(F)cc1)C1CCN(C(=S)Nc2ccc(F)cc2)CC1	-2.8	-10.2	-0.1	-28.7	1.0	-1.6	-2.9	0.2	-0.9	-9.3
CC(C)C(O)(C#CCN1CCCCCC1)c1ccccc1 (configuration not stated)	-3.5	-9.1	2.8	9.3	2.4	0.0	-2.8	0.7	-0.8	0.2
O=C(NCCc1nnc2ccc(NCc3cccnc3)nn12)c1ccccc1F	0.1	-9.4	0.7	-14.8	-0.1	-1.8	-14.1	0.4	0.8	0.7
CCCC(=O)NC(c1ccccc1)c1c(O)ccc2ccccc12 (configuration not stated)	1.5	6.3	3.6	-7.0	3.9	3.1	9.2	-1.7	3.0	15.2
COc1ccc(CCNS(=O)(=O)c2ccc3c(c2)CCCC3)cc1OC	-1.6	-15.9	0.3	-4.0	2.3	0.3	2.5	-0.6	0.2	-0.2
N#CCC(=O)Nc1ccc(C(=O)OCC(=O)c2ccc3c(c2)NC(=O)CO3)cc1	-1.0	28.3	0.4	x	3.8	-1.4	5.7	-1.7	1.2	15.9
O=C1NN(c2cccc(Br)c2)C(=O)/C1=C\c1ccc(N2CCOCC2)cc1	2.2	-0.5	1.4	-10.4	x	-0.2	-2.7	-1.1	x	0.2
COc1ccc(NC(=O)COC(=O)CNC(=O)COc2ccccc2)cc1OC	-0.2	10.0	x	-1.0	2.4	x	-2.9	-3.0	-2.8	6.0
O=C(COC(=O)c1ccc(Cl)nc1)NCc1ccc(F)cc1	2.2	1.6	-0.2	11.8	0.8	-2.1	4.1	-2.5	0.8	10.9
COc1ccc(CNC(=O)CNS(=O)(=O)c2cccc(C#N)c2)cc1OC	-1.7	5.8	x	3.6	-0.1	x	3.0	-0.1	1.8	0.1
CC(C)(C)n1nnnc1CN1CCN(C2CCCC2)CC1	-7.0	-5.6	3.4	-7.5	1.3	-1.6	-1.2	-0.7	-1.2	-2.6
O=C(C1CCN(S(=O)(=O)N2CCC3(CC2)OCCO3)CC1)N1CCCCC1	-0.1	-9.4	1.7	38.3	1.8	2.6	-6.9	-1.6	0.2	2.4
Clc1ccccc1CSc1cc2c(nn1)-c1ccccc1CC2	-9.8	-3.8	2.4	18.3	1.5	-1.8	2.8	-2.2	x	2.1
O=S(=O)(c1ccc(F)cc1)N1CCC(c2nc3ccccc3[nH]2)CC1	-1.8	-12.3	1.3	-33.5	0.3	0.5	23.5	-2.4	-4.0	-12.1
COc1ccc(-c2cc(=O)oc3cc(OCc4nn[nH]n4)ccc23)cc1	3.5	6.7	1.9	3.7	4.3	0.1	-4.6	-14.4	4.8	-1.8

Records listed so far shown as hits in Wnt bcat act.
| mol | DAGLB inh | PvdQ acylase | AddAB inh | phage Ecoli inh | Tat export inh | CAL PDZ FP | Wnt bcat act | Rtt109 Vps75 |
| --- | --- | --- | --- | --- | --- | --- | --- | --- |
| O=[N+]([O-])c1ccc2nc(-c3ccccc3)[nH]c2c1 | -0.8 | 6.0 | 1.2 | 0.9 | 0.0 | -0.5 | 67.9* | 1.4 |

Carrying on:
SMILES	DAGLB inh	PvdQ acylase	AddAB inh	PfHsp90 set2	phage Ecoli inh	Ecoli viability	Tat export inh	CAL PDZ FP	Wnt bcat act	Rtt109 Vps75
Nc1nonc1-n1nnc(C(=O)N/N=C/c2cccnc2)c1CSC1=NCCS1	-1.9	-14.5	2.3	-2.7	-2.1	-1.4	0.9	-0.4	-3.3	3.5
COCCNC(=O)Cn1nc(-c2ccccc2OC)ccc1=O	-1.9	-3.3	0.9	-17.5	3.9	-1.6	-2.5	-0.5	x	5.6
COc1ccc(NC(=O)/C(N=Nc2ccc(Cl)c(S(=O)(=O)Nc3ccc(Cl)cc3)c2)=C(\C)O)cc1	-0.5	-5.6	-1.1	-16.2	2.1	0.6	2.0	-1.0	2.5	-5.4
CC(=O)N1CCN(CC(=O)Nc2c(Cl)ccc(C)c2Cl)CC1	-2.2	3.9	2.2	-9.5	1.5	-0.8	-11.7	-0.8	-1.8	6.2
CN(c1ccc(F)cc1)S(=O)(=O)c1ccc(Cl)c(C(=O)NCC2(N3CCOCC3)CCCCC2)c1	-6.5	-11.6	x	-12.2	-1.9	x	1.3	1.1	-4.3	-1.6
O=C(Oc1ccccc1)N1CCN(c2ccc(F)cc2)CC1	-11.7	-16.2	3.1	-6.1	5.0	5.0	-4.1	-1.0	x	-0.8
COc1ccc(/C=C(\C#N)C(=O)Nc2cccc3ncccc23)cc1OC	1.0	-5.1	-0.8	-23.0	0.5	-1.8	0.8	-2.9	-1.7	-14.4
O=C(Cn1cnc2c(oc3ccccc32)c1=O)N1CCCc2ccccc21	-1.6	-1.0	1.3	14.1	-1.5	-2.4	0.2	-2.9	12.9	8.8
CC[C@@]12C(=O)N(c3cccc(C)c3)C(=O)N1[C@H](c1ccc(OC)cc1)[C@@H]1C(=O)N(C(C)(C)C)C(=O)[C@@H]12	-2.0	-9.4	-0.5	1.1	x	0.2	0.0	-1.4	x	-2.0
CC(C)Cc1nnc(NC(=O)CC(C)c2ccccc2)s1 (configuration not stated)	-3.1	6.4	1.8	-12.8	0.5	-2.1	-3.9	-1.7	1.7	3.7
O=C(Cc1ccsc1)NNC(=O)c1ccc(F)cc1	-0.2	6.0	1.2	-2.7	0.7	0.7	1.7	-2.5	x	7.4
O=C(NCc1ccon1)C1CCC(=O)N(CCc2ccc(Cl)cc2)C1 (configuration not stated)	-5.3	5.8	4.2	-4.7	2.1	0.8	-1.6	-1.6	2.2	42.0
COc1cc2c(cc1OC)CN(C(=O)CCNS(=O)(=O)c1ccc(Br)cc1)CC2	-2.4	-7.3	0.3	x	-0.8	1.1	-1.9	-2.0	0.2	-3.4
CCC(=O)N(Cc1cc(=O)[nH]c2ccccc12)c1ccccc1	2.2	1.9	-1.2	-14.2	0.3	0.6	-4.7	-0.7	-1.7	-7.4
O=C1[C@@H](Oc2ccccc2)[C@@H](c2ccccc2)N1c1cccnc1	-3.1	-11.9	x	-14.8	2.3	x	-7.9	0.0	-0.7	-9.0
Cc1ccc(S(=O)(=O)Nc2cccc3cccnc23)cc1	-5.0	-15.4	1.2	-46.2	-0.1	-3.4	-0.7	-0.7	x	3.9
Cc1nnc(SC(C)C(=O)Nc2ccc3ccccc3c2)n1C (configuration not stated)	-0.9	-9.2	-2.3	-21.2	-0.4	-0.7	-2.4	-0.9	-1.0	-2.8
COCCNC(=O)C12CC3CC(C1)CC(c1ccccc1)(C3)C2	0.1	10.1	2.2	2.0	1.2	-1.2	-8.4	-1.8	-2.1	19.3
CC(C)(C)c1ccc(C(=O)N2CCNCC2)cc1	0.1	11.4	5.2	4.8	2.6	-1.6	-11.9	-0.2	-0.6	1.1
O=C(/C=C/c1cccs1)N1CCN(c2ccccc2F)CC1	-15.9	-13.1	3.4	4.5	3.0	0.5	0.9	-2.2	x	-2.3
CCCC/S(CC1CC1(Cl)Cl)=N\S(=O)(=O)c1ccc(C)cc1 (configuration not stated)	-3.2	-16.1	2.6	x	0.9	1.0	9.6	-0.8	x	-3.1
CCOc1ccc(CCNC(=O)c2ccc(CS(=O)Cc3ccc(Cl)cc3)o2)cc1OCC (configuration not stated)	0.5	-5.3	0.9	-15.9	1.3	-2.3	-1.3	0.8	-5.2	4.4
O=[N+]([O-])c1ccccc1NCCOc1ccccc1	-1.8	13.0	1.2	-8.1	5.8	-0.7	3.8	-1.2	66.8*	6.6
Cc1ccc(-c2cc(N)nc(-c3ccccc3)c2)cc1	-8.3	-8.8	3.7	-0.3	2.0	1.6	-1.2	-2.0	8.6	-6.6

Bioassay records as filed in PubChem.

The order is random; 1.9% or so of the library scored in one or more.
